HKDC1 inhibitor: HKDC1 (human) hexokinase inhibition; Q2TB90; recombinant HKDC1, G6PDH/diaphorase resazurin coupled fluorescence; inhibition, % at 20 µM; 0.16% of 340,000 active;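 active = inhibition above about 35% when tested at 20 µM, limit read from the data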;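 also: plate controls were DMSO wells with enzyme for no effect and DMSO wells lacking enzyme for full effect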
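Test system: Recombinant HKDC1 (HK5) hexokinase enzyme, produced in-house | Input: HKDC1 at 5 µg/mL | Buffer or medium: Tris pH 8.0 buffer with MgCl2, Tween-20, BSA, BME | Schedule: 90 min reaction incubation at room temperature, dark | Technique: Resazurin-to-resorufin fluorescence via G6PDH and diaphorase coupling, 525/613 nm | Controls: DMSO wells with and without enzyme mix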
UBC13 polyUb: human UBC13 polyubiquitination inhibition. P61088. UBC13 polyubiquitin chain formation, TR-FRET. inhibition, % at 20 µM. 0.47% of 330,000 active. AID 485273; in the data active = inhibition above about 45%, passing the limit was not always enough
Target sequence (P61088 whole entry, looked up): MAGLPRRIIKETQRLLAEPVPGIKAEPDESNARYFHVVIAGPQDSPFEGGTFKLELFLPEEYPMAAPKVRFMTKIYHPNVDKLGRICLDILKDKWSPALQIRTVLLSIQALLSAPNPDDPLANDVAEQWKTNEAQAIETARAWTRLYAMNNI
SENP1 inh: blocks the human SENP1 SUMO protease catalytic domain | Q9P0U3 | recombinant SENP1 catalytic domain, CyPet-SUMO1-YPet FRET cleavage | inhibition, % at 10 µM | 0.21% of 360,000 active;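 active = inhibition at least 30% at 10 µM, raw YFP signal under a set limit, fluorescence ratio 0.5 to 1.5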;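 also: 0% = enzyme with DMSO and 100% = no enzyme wells; some results filed as inactive read as strong as hits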
Target sequence (Q9P0U3 419-644 limits assumed): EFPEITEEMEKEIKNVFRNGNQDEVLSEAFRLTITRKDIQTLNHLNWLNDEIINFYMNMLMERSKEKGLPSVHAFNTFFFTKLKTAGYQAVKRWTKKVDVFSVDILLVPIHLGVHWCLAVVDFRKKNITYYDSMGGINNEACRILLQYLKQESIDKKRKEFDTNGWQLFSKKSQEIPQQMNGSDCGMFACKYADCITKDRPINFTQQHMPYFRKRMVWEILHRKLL
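Test system: hSENP1 catalytic domain, recombinant; Amount: 20 pM final SENP1 enzyme; Medium: Tris pH 8 buffer plus EDTA, NaCl, BME, BSA, NP40, catalase; Schedule: 50 min enzyme reaction, room temperature, light-protected; Technique: FRET fluorescence in CFP and YFP emission channels; Controls: no-enzyme wells low, DMSO-plus-enzyme wells high control.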
SENP8 block-1: inhibitors of human SENP8 protease; 0.64% of 360,000 active; AID 602440; Q96LD8; inhibition, % at 20 µM; recombinant SENP8, Nedd8 substrate fluorescence; in the data active = inhibition mostly above about 40%, no sharp cut-off; inactive = mostly below about 27%
Target sequence (Q96LD8 whole entry, looked up): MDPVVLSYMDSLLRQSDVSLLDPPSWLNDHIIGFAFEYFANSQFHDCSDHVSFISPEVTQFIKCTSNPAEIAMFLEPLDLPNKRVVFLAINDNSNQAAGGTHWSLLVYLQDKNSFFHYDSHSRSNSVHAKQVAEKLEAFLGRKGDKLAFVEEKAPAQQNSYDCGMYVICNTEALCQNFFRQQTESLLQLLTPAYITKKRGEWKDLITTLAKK
PfGluPho inh: PfG6PD (Plasmodium falciparum) enzyme inhibition | PfGluPho enzyme, NADPH resazurin-diaphorase fluorescence | inhibition, % at 20 µM | 0.78% of 350,000 active | AID 504690;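 active = inhibition reaching at least a set limit at 20 µM in the primary screen, cut at about 59% in these data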;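 also: 0% = DMSO wells with substrate and 100% = DMSO wells lacking glucose-6-phosphate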
SENP6 inh: inhibitors of human SENP6 protease. Recombinant SENP6 catalytic domain, aminoluciferin luminescence. inhibition, % at 10 µM. Q9GZR1. 1.8% of 330,000 active;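 active = inhibition above about 50% at the single tested dose, limit read from the data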;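 also: plate controls were DMSO wells with enzyme for no effect and DMSO wells lacking enzyme for full effect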
MIN6 prolif: inducers of beta-cell replication in MIN6 cells; proliferation, % at 10 µM; 0.29% of 330,000 active; AID 2380; MIN6 cells proliferation, ATPlite luminescence, 48 h; cells starved in 0.2% serum; 100% = growth in 10% serum;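 active = compounds whose signal lies at least 3.5 SD above the mean of all wells on their plate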;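 also: 0% = DMSO-treated cells in low-serum medium and 100% = 10% serum control; some compounds called inactive have numbers as strong as hits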
SENP8 block-2: blocks the human protease SENP8; Q96LD8; purified SENP8, Z-RLRGG-aminoluciferin cleavage, luminescence; inhibition, % at 10 µM; 1.2% of 330,000 active; AID 2540; in the data active = inhibition above about 50%
SENP7 inh: blocks the human protease SENP7 | recombinant SENP7, Z-RLRGG-aminoluciferin luminescence, 40 min | AID 434973 | inhibition, % at 5 µM | 1.5% of 330,000 active | Q9BQF6;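 active = inhibition above about 50% at the single test dose, limit read from the data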;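 also: plate controls were DMSO with enzyme for no effect and no enzyme buffer wells for full effect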
Target sequence (Q9BQF6 706-1050 limits assumed): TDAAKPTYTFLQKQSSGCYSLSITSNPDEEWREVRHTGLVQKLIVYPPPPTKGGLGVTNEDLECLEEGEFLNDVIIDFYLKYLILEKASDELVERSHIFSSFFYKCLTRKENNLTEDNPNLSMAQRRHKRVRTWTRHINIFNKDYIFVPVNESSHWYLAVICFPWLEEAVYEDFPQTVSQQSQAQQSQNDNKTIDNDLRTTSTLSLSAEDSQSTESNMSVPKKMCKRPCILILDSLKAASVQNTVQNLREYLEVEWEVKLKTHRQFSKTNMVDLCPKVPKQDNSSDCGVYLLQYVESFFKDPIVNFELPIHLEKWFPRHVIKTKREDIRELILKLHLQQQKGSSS
* marks the source's active call; other numbers are inactive results; i = inactive; . = not tested or not shown.

SMILES	HKDC1 inhibitor	UBC13 polyUb	SENP1 inh	SENP8 block-1	PfGluPho inh	SENP6 inh	MIN6 prolif	SENP8 block-2	SENP7 inh
Cc1cc(NC(=O)CSc2nc(C3CC3)nc3sc(C)c(C)c23)no1	-7	-6	-10	-1	0	11	-4	13	3
CC(C)CC(NC(=O)C1CCCCC1)C(=O)N1CCN(c2ccccn2)CC1 (stereo not drawn)	-3	9	1	-8	-1	-12	-3	-1	-4
Cc1ccc(NC(=O)c2ccc([N+](=O)[O-])o2)cc1C	1	-6	1	16	30	76*	-6	61*	87*
CCOCCCn1c(SCC(=O)Nc2cccc(S(=O)(=O)NC3=NCCCCC3)c2)nc2ccccc2c1=O	-5	-6	1	18	-8	-11	2	-8	-3
O=c1c(-c2ccc(O)cc2O)coc2cc(O)cc(O)c12	-3	-1	2	55*	-5	8	1	4	-3
CC(/C=C/c1ccccc1)=N/NC(=O)CNC(=O)c1ccccc1F	-4	6	0	8	-11	-14	-5	0	-1
O=c1[nH]c(SCc2ccccc2Cl)nc2c1cnn2-c1ccccc1	7	-5	3	-6	-26	-6	1	-11	-17
CCOC(=O)Cn1c(=O)oc2cc(S(=O)(=O)N(C)c3ccc(OC)cc3)ccc21	-3	-11	2	23	2	4	-2	1	1
C=CCCC(=O)N1CCC(n2nccc2NC(=O)c2ccccc2C)CC1	-3	1	1	9	7	-8	-2	-9	0
O=C1NCCN1Cc1cccc(Cl)c1	-9	12	1	3	-9	1	5	1	1
CCN(CC)c1ccc(/C=N/NC(=O)c2cccc(S(=O)(=O)N3CCOCC3)c2)c(O)c1	-11	19	-36	-354	-12	-2	-6	0	-3
CN1C=CC=C/C1=C1/SC(=S)N(Cc2ccccc2)C1=O	-7	-65	-1	23	5	-12	-4	-10	-9
O=C(CCc1ccccc1)N/N=C\C1CC=CCC1 (stereo not drawn)	-3	8	5	11	3	-4	2	2	-5
CCNC(=O)NC(=O)COC(=O)CCCSc1nc2ccccc2s1	2	9	1	20	-12	-17	-4	-5	-8
C=CCOC(=O)C1=C[C@H](c2cn(C(C)=O)c3ccccc23)C[C@H](OCCCCO)O1	9	8	-10	-63	18	9	-1	-4	-9
COc1ccc(NC(=O)C(F)(OC)C(F)(F)F)c(OC)c1 (stereo not drawn)	11	3	-2	5	-28	5	-2	-6	1
C=CCCCN(Cc1ccccc1)S(=O)(=O)c1ccccc1Br	6	15	0	7	-7	-13	-5	-15	-16
CCc1nnc(NC(=O)CSc2nc(C)cs2)s1	-2	6	-1	15	-6	-11	0	-8	4
O=C(NCCS(=O)(=O)N1CCN(c2ccccc2)CC1)C1CC(=O)N(c2ccccc2)C1 (stereo not drawn)	-1	-7	2	12	-3	-27	1	-11	-11
CC1=C(C(=O)N2CCOCC2)C(c2cc(C)ccc2C)NC(=S)N1 (stereo not drawn)	-8	0	0	-347	1	-10	-3	-7	3
O=C(COc1ccc(Cl)cc1Cl)N/N=C/c1cccnc1	-5	5	0	8	-1	-18	-1	1	-6
O=C(Nc1ccncc1)c1ccc(C(=O)Nc2ccncc2)cc1	-5	-13	-1	12	-7	-17	-1	-9	-10
O=C(N/N=C/c1cccnc1)c1ccc(NC(=O)c2cccc(Cl)c2)cc1	-1	2	-4	5	17	-8	0	0	-9
c1ccc(Nc2c3c(nc4ccccc24)CCC3)cc1	-10	5	0	-124	-16	5	-4	10	9
Cc1c(C(=O)Nc2nonc2-c2ccc(F)cc2)oc2ccc(F)cc12	-2	-8	0	15	-19	5	-7	-5	-8
Cc1coc2c(C)c3oc(=O)c(CCC(=O)NCc4ccccn4)c(C)c3cc12	0	19	-9	-101	14	-8	5	-2	1
CCOC(=O)c1c(NC(=O)COC(=O)c2cnc(C)cn2)sc(C(=O)N(C)C)c1C	-10	-6	1	6	-1	1	-5	6	-9
C=CCC[C@H](Cc1ccc(F)cc1)C(=O)OC[C@@H](NC(=O)[C@@H](CC=C)CC(=O)N[C@@H](CO)Cc1ccccc1)C(C)(C)C	3	-1	2	13	14	-7	-6	-11	-9
Cc1nccn1-c1ncnc2sc3c(c12)CCCC3	-11	5	0	-8	1	-19	1	-1	2
COc1cc(OC)cc(-c2sc3ccc(OC)cc3c2C#CC2(N)CCCCC2)c1	0	84*	-86	i	0	-3	-6	-2	-3
Cc1cccn2cc(CSc3ccccc3N)nc12	-9	8	2	10	7	1	-1	-11	3
O=C1c2ccccc2C(=O)N1CC1c2ccccc2CCN1S(=O)(=O)c1ccccc1 (stereo not drawn)	-1	4	2	7	23	0	-1	5	-2
Cc1ccc2cc(C)c(N3CCN(c4ccccn4)CC3)nc2c1	3	15	-5	-142	-3	-17	-2	-5	-9
O=C(Nc1ccccc1)Nc1sccc1-c1nc2ccccc2s1	-1	12	-82	-173	84*	4	-4	3	3
CC1CCCCN1CCCNC(=O)Cn1ncc2c([nH]c3ccccc32)c1=O (stereo not drawn)	-2	-6	-14	-71	1	12	-4	4	1
CCOc1cccc(C(=O)NCc2ccccc2)c1	1	-11	1	9	-5	3	-2	2	6
CC(C)CCNC(=O)CN(C(=O)Cn1nnc(-c2ccc(F)cc2)n1)C1CCCC1	4	-1	0	16	-17	-22	-2	-10	-13
CCCCOC(=O)c1cc(Cl)c(O)c(OC)c1	-2	-2	0	1	15	-24	-1	-9	-4
O=C(NCCNC(=O)c1ccco1)c1ccc(F)cc1	-5	0	1	2	7	3	0	3	3
CC(C)(C)c1ccc(C(=O)N2CCC(C(=O)NC3CC3)CC2)cc1	-6	1	3	12	-6	0	-3	-2	7

In the list so far, two have a tert-butyl group:
SMILES	HKDC1 inhibitor	UBC13 polyUb	SENP1 inh	SENP8 block-1	PfGluPho inh	SENP6 inh	MIN6 prolif	SENP8 block-2	SENP7 inh
C=CCC[C@H](Cc1ccc(F)cc1)C(=O)OC[C@@H](NC(=O)[C@@H](CC=C)CC(=O)N[C@@H](CO)Cc1ccccc1)C(C)(C)C	3	-1	2	13	14	-7	-6	-11	-9
CC(C)(C)c1ccc(C(=O)N2CCC(C(=O)NC3CC3)CC2)cc1	-6	1	3	12	-6	0	-3	-2	7

As entered above:
`Cc1ccc2cc(C)c(N3CCN(c4ccccn4)CC3)nc2c1` in SENP8 block-2 is entered as -5
`O=C(NCCNC(=O)c1ccco1)c1ccc(F)cc1` in SENP1 inh is entered as 1
`CCOc1cccc(C(=O)NCc2ccccc2)c1` in SENP7 inh is entered as 6
`O=C1c2ccccc2C(=O)N1CC1c2ccccc2CCN1S(=O)(=O)c1ccccc1` (stereo not drawn) in HKDC1 inhibitor is entered as -1
`CC1CCCCN1CCCNC(=O)Cn1ncc2c([nH]c3ccccc32)c1=O` (stereo not drawn) in SENP8 block-2 is entered as 4

More compounds:
SMILES	HKDC1 inhibitor	UBC13 polyUb	SENP1 inh	SENP8 block-1	PfGluPho inh	SENP6 inh	MIN6 prolif	SENP8 block-2	SENP7 inh
FC(F)(F)c1ccccc1NC(=S)N1CCN(c2ccccn2)CC1	-5	6	0	7	19	-5	-2	3	6
O=C(c1ccccc1)N(Cc1cccnc1)C1(C(=O)Nc2ccccc2)CCCCC1	-6	-3	0	37	-12	-25	-2	-6	0
O=C(Nc1cccc(C(=O)Nc2ccccc2C(=O)O)c1)c1cccc(Cl)c1	5	-3	-3	-44	-30	3	3	8	3
COc1ccc(-c2csc(N3CCN(S(=O)(=O)c4ccc5c(c4)NC(=O)CO5)CC3)n2)cc1	2	-1	1	5	20	-3	-1	-9	-2
COc1ccc2c(c1)[nH]c1c(=O)n(Cc3ccccn3)cnc12	-1	-1	-1	2	13	12	1	5	10
CCC(=O)Oc1ccc(C(=O)Nc2cccc(C(=O)NCC(C)C)c2)cc1	-8	-2	1	7	7	-9	-2	2	8
COc1ccc([N+](=O)[O-])cc1NC(=O)CSc1ccccc1	4	-1	1	20	13	0	1	9	2
C#CCSc1nnnn1-c1cccc(Cl)c1	5	7	3	7	-8	3	-3	1	8
COc1ccc(Cl)cc1Nc1nnc(-c2ccncc2)s1	8	-2	-5	-292	7	76*	-2	51*	95*
Fc1ccc(CNC(=S)Nc2cccc(C(F)(F)F)c2)cc1	-3	0	2	24	4	-17	-6	-2	2
C(=N\Nc1nc2ccccc2[nH]1)/c1cccc2nccnc12	-7	-34	20	12	0	-25	-6	-11	9
NC(=O)c1cc([N+](=O)[O-])cc2c1C=Cc1ccccc1O2	-2	4	3	13	7	-1	0	-4	9
Cc1c(Cl)ccc2c1NC(=O)[C@]21[C@@H]2C(=O)N(Cc3ccccc3)C(=O)[C@@H]2[C@@H]2CCCN21	2	1	-11	-2	2	-9	-4	0	3
CC(C)N(C)NC(=S)Nc1ccccc1	-6	3	1	11	-2	-6	0	0	-4
CC(C)c1ccc(/C=N/Nc2cc(N3CCOCC3)nc(N3CCOCC3)n2)cc1	2	-8	0	3	22	4	-3	-10	-2
Cc1cc(C)n(S(=O)(=O)c2cc(Cl)ccc2Cl)n1	-3	-7	2	5	9	-2	-2	1	-4
Cc1ccc(N2C(=O)c3ccc(C(=O)Nc4cccnc4)cc3C2=O)c(C)c1	-2	1	-2	20	1	-11	-2	-4	4
CC(=O)c1c(C)nn(C(=O)c2cccs2)c1C	-3	7	3	-1	-1	-17	1	-5	-3
Cc1ccc(/C=C/S(=O)(=O)NCCC(=O)NCc2ccccc2F)cc1	-4	-10	-3	-6	6	-17	-2	-17	-3
Cc1noc(C)c1S(=O)(=O)N(C)C[C@H]1Oc2ccc(NS(=O)(=O)c3ccc(F)cc3)cc2C(=O)N([C@H](C)CO)C[C@@H]1C	-5	-11	-2	-3	-7	3	-2	-3	-1
O=C(NC1CCC(O)CC1)c1cccnc1Sc1ccccc1Cl (stereo not drawn)	-4	9	2	-4	-2	-8	-2	1	1
COc1ccc(C(C(=O)NC2CCCC2)N(C(=O)c2ccco2)c2ccc(OC)c(OC)c2)cc1 (stereo not drawn)	4	-9	4	12	-8	-11	-1	-12	-7
CN(c1ccccc1)S(=O)(=O)c1ccc2c(c1)OCCO2	-7	2	-1	10	5	11	-2	2	-3
CCc1c(C)c(C#N)c2nc3ccccc3n2c1Nc1c(C)n(C)n(-c2ccccc2)c1=O	-6	-10	-140	-41	-10	4	-1	0	3
CCN1CCN(C(=S)NC(=O)/C=C/c2cccs2)CC1	-13	-12	8	14	-4	-6	-4	7	5
COc1cc(C(=O)NCC(c2cccs2)N2CCc3ccccc32)cc(OC)c1OC (stereo not drawn)	-3	4	-4	14	28	-3	-4	-1	-3
Cc1nn2cc(-c3ccc(Cl)cc3)cnc2c1Br	-2	-3	2	-5	-13	-9	-1	19	88*
CC(C)CN(C(=O)COC(=O)CCc1c[nH]c2ccccc12)C1CCS(=O)(=O)C1 (stereo not drawn)	3	7	2	-4	-1	-6	0	-3	1
COc1cc2c(cc1OC)CN(CC(=O)Nc1ccccc1C#N)CC2	-1	7	-14	-426	3	-15	1	0	-3
Cn1c(N)c(C(=O)COC(=O)/C=C/c2ccccc2)c(=O)n(C)c1=O	-2	-16	-2	7	-4	-27	0	-17	-10
CC(C)N1CC=C2C(C#N)=C(N)C(C#N)(C#N)C(c3ccccc3)C2C1 (stereo not drawn)	12	.	-23	i	8	.	.	.	.
C=C(C)C1CC=C(C)/C(=N/NC(=O)COc2cccc(C)c2)C1 (stereo not drawn)	5	-3	1	3	1	-4	-1	-5	-11
COC(=O)COc1ccc(C(c2c(C)[nH][nH]c2=O)c2c(C)[nH][nH]c2=O)cc1	7	-11	-1	23	1	-3	-2	-5	4
